Yfh1-off respiration = enhancers of respiration in Yfh1-depleted yeast, dose response, Friedreich's ataxia, plus single-dose screen (AID 1465); S. cerevisiae Yfh1-off respiration, WST-1 reduction, 72 h; higher fold induction means a stronger effect; 220,000 tested, 0.074% active; fold induction at 50 µM; hits with a dose series show EC50 in µM;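 active means fold induction of absorbance versus untreated yeast above a set limit, then at least 30% activation at any dose in follow-up; inconclusive means repeats straddling the limit, or above it without dose testing; inactive means fold induction below the set limit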;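 further: activators that raise dye reduction in frataxin-depleted yeast; strong numbers were not always called active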
Rac1 GTP hydrolysis = MgcRacGAP GTPase-activating activity inhibitors, confirmation, biochemical, ADP Hunter fluorescence | inhibition, % at 30 µM, or IC50 in µM where a hit was titrated | Rac GTPase-activating protein 1 (Homo sapiens) | 340,000 tested, 0.6% active | AID 624330, 2012 | MgcRacGAP-stimulated Rac1 GTP hydrolysis, ADP Hunter fluorescence; higher % means a stronger effect; GST-tagged Rac1 F28L mutant substrate;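 active means first-screen hits whose inhibition reached a set limit at any dose in the follow-up dose series; inconclusive means inhibition above the set first-screen limit but never retested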;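 further: fluorescence reports GDP produced by GAP-driven GTP hydrolysis; strong numbers were not always called active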
GPR55 activation = GPR55 agonists via beta-arrestin recruitment, primary screen, imaging, U2OS cells, beta-arrestin-GFP redistribution (AID 1961) | U2OS GPR55 beta-arrestin-GFP redistribution imaging; higher % means a stronger effect | 290,000 tested, 0.048% active | activation, % at 10 µM, or EC50 in µM where a hit was titrated | G-protein coupled receptor 55 (Homo sapiens);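 active means activation above 40% with more than 50 cells counted in the well; inconclusive means wells holding fewer than 50 cells, flagged as toxic or sparse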;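 further: U2OS osteosarcoma cells stably expressing GPR55 and beta-arrestin-GFP; plate controls were DMSO negative control for no effect and LPI positive control for full effect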
NS5 inhibitors = Dengue-2 NS5 methyltransferase inhibitors, primary screen, biochemical, confirmation dose response (AID 588689) | Genome polyprotein (Dengue virus type 2 (strain 16681-PDK53)) | 340,000 tested, 0.3% active | Dengue-2 NS5 methyltransferase capping enzyme assay, biochemical; higher % means a stronger effect | one-dose inhibition, % at 25 µM; IC50 in µM for titrated hits; in the data active means a potency from the dose series; inconclusive means inhibition above about 29% without an active follow-up result
AID2073 = inhibitors of Mint1-CaV2.2 protein interaction, biochemical, HTRF (AID 2073). inhibition, % at 20 µM; hits with a dose series show IC50 in µM. 290,000 tested, 0.19% active. Voltage-dependent N-type calcium channel subunit alpha-1B (Homo sapiens). HTRF protein-protein interaction, Mint1-CaV2.2; higher % means a stronger effect; in the data active means inhibition mostly above about 51%, no sharp cut-off; inconclusive means no clear call, values can overlap the other calls; inactive means mostly below about 53%; further: some results filed as inactive read as strong as hits
SV40 large T antigen = SV40 large T antigen inhibitors, biochemical (AID 1903) | SV40 large T antigen ATPase/helicase inhibition assay; higher % means a stronger effect | inhibition, % at 20 µM; hits with a dose series show IC50 in µM | 310,000 tested, 0.39% active; in the data active means a potency from the dose series; inconclusive means inhibition mostly from about 32% at the one dose, without a potency; inactive means the rest, 99 in 100 with inhibition below about 32%; further: strong numbers were not always called active
NTR1 ag = agonists of NTR1, primary screen, imaging, U2OS cells, beta-arrestin-GFP, high content (AID 493036) | NTR1-U2OS beta-arrestin-GFP spot imaging, agonist mode | activation, % at 20 µM | 330,000 tested, 0.17% active;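 active means activation at or above 40% of the spot to cytoplasm intensity ratio, with at least 20 cells analyzed; inconclusive means wells under 20 cells, flagged as cytotoxic or low count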;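 further: 0% = DMSO without peptide and 100% = 100 nM NTR1 peptide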
Target sequence (P30989 whole entry, looked up): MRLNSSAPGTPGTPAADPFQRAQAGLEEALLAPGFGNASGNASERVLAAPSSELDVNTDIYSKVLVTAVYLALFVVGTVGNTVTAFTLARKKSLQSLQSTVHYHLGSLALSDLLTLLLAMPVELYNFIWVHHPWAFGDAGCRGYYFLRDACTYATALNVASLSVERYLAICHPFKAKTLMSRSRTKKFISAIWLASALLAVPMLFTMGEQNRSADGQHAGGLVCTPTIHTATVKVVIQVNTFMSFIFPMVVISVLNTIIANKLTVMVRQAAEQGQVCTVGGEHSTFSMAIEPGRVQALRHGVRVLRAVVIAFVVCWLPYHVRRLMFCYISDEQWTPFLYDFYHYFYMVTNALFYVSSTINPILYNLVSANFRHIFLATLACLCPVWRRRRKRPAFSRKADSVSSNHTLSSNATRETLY
GPR55 LPI antagonism = GPR55 antagonists blocking LPI-driven arrestin recruitment, primary screen, imaging, U2OS, beta-arrestin-GFP, LPI agonist (AID 2013); 290,000 tested, 0.13% active; U2OS GPR55 beta-arrestin-GFP translocation imaging, LPI antagonism; higher % means a stronger effect; inhibition, % at 10 µM; hits with a dose series show IC50 in µM; G-protein coupled receptor 55 (Homo sapiens);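 active means spots per cell inhibited over 60%, with over 100 cells counted and total cytoplasm intensity under 500,000; inconclusive means wells with under 100 cells, flagged as likely toxic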;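 further: U2OS cells stably carrying GPR55 and arrestin-GFP stimulated by 5 µM LPI near EC80; imaged beta-arrestin-GFP aggregate spots per cell after agonist stimulation; plate controls were LPI-stimulated DMSO wells for no effect and DMSO wells without LPI for full effect; some results filed as inactive read as strong as hits; confirmed hits need IC50 under 10 µM and bright autofluorescent wells are also inconclusive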
GPR35 arrestin U2OS = GPR35 antagonists blocking zaprinast-driven arrestin recruitment, primary screen, imaging, U2OS, beta-arrestin-GFP, zaprinast agonist (AID 2058). G-protein coupled receptor 35 (Homo sapiens). U2OS GPR35 beta-arrestin-GFP translocation imaging, zaprinast antagonism; higher % means a stronger effect. one-dose inhibition, % at 10 µM; IC50 in µM for titrated hits. 290,000 tested, 0.052% active;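 active means inhibition of at least 50% with at least 30 cells and total cytoplasm GFP at most 10,000,000; inconclusive means under 30 cells or total GFP of 10,000,000 plus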
NTR1 ag cell count 20 µM = further read-out of NTR1 ag, marked with its call; cell count; measured here: cell count, cytotoxicity flag
Numbers without * were called inactive; i = inactive; ? = inconclusive; . = no result given.

SMILES	Yfh1-off respiration	Rac1 GTP hydrolysis	GPR55 activation	NS5 inhibitors	AID2073	SV40 large T antigen	NTR1 ag	NTR1 ag cell count 20 µM	GPR55 LPI antagonism	GPR35 arrestin U2OS
CCc1ccc2c(c1)C(c1ccc([N+](=O)[O-])cc1)=NNC(c1ccc(C)cc1)=N2	i	11%	-0.3%	4%	8%	-5%	4.4	72	4%	20%
CC(C)P(=O)(c1cccc(C(=O)O)c1)C(C)C	i	9%	2.1%	-5%	9%	9%	0.7	45	-14%	0%
OCc1cn(-c2ccccc2)nc1-c1ccc(-c2nn(-c3ccccc3)cc2CO)cc1	i	4%	-0.1%	.	41%	6%	12	70	-1%	21%
COc1ccccc1NS(=O)(=O)c1cccc2nsnc12	i	6%	0.1%	-7%	?	-3%	-0.1	75	-6%	0%
CC1CC(C)CN(C(=O)c2ccc(N3CC4CC(C3)c3cccc(=O)n3C4)c([N+](=O)[O-])c2)C1 (stereo unspecified)	i	10%	0.1%	1%	-5%	7%	2.8	71	6%	-9%
CN(C)CCN(C(=O)CN1C(=O)c2ccccc2C1=O)c1nc2cc3c(cc2s1)OCCO3	.	3%	.	4%	.	7%	-0.5	55	.	.
Cc1ccc(C)c(NCC(=O)NNC(=S)Nc2ccccc2)c1	i	4%	-0.1%	-6%	-10%	12%	1.6	51	21%	2%
Cc1cc(N2C(=O)C(O)=C(C(=O)c3ccco3)C2c2cccc(Cl)c2)no1 (stereo unspecified)	.	13%	-0.2%	-5%	16%	7%	-0.7	48	-7%	-32%
O=C(C(=O)N1CCc2ccccc2C1)c1cn(CC(=O)N2CCOCC2)c2ccccc12	i	5%	-0.1%	-8%	-6%	1%	0.4	50	0%	-2%
CC(C)c1cc(N2CCOCC2)n2ncc(-c3ccccc3)c2n1	.	16%	-0.2%	-7%	13%	0%	4.4	96	0%	5%
CC(C)NC(=O)NS(=O)(=O)c1cnccc1N1CCCCC1	i	7%	0.4%	3%	10%	-5%	-0.1	66	2%	-1%
Cc1cnc(NC(=O)CSc2nc3ccccc3c(=O)[nH]2)s1	i	8%	-0.3%	-2%	-8%	0%	-2.3	57	-10%	17%
CN1C2=NCCN2C(=O)c2cc(Cl)ccc21	i	5%	-0.1%	-5%	4%	7%	2.5	42	-6%	0%
COc1ccc([C@@H]2C[C@@H](c3ccccc3)Oc3cc(C)cc(C)c32)cc1	i	6%	-0.1%	-2%	7%	.	2.4	60	-8%	7%
CCN(CC)S(=O)(=O)c1ccc(N2CCCC2)c(NC(=O)Cc2ccccc2)c1	i	18%	-0.1%	1%	-2%	9%	-0.2	58	-2%	-8%
COc1ccc(C(CNC(=O)c2ccco2)N2CCCCC2)cc1 (stereo unspecified)	i	.	0.5%	.	12%	27%	-1.0	95	3%	-5%
O=C(CCS(=O)(=O)c1cccs1)N1CCCC1	i	4%	0.2%	-7%	0%	20%	-1.3	87	14%	-4%
CCCn1c(SCC(=O)Nc2sc(C)c(C)c2C#N)nnc1C(C)C	i	11%	-0.2%	-1%	4%	9%	0.3	97	-9%	13%
CC1CC(C)CN(CCCNC(=O)Cn2ncc3c([nH]c4ccccc43)c2=O)C1 (stereo unspecified)	.	2%	0.2%	-2%	12%	9%	-0.3	70	6%	7%
Cc1ccc(NC(=O)C2CCCN(S(=O)(=O)c3c(C)noc3C)C2)cc1 (stereo unspecified)	i	6%	0.5%	-3%	?	24%	0.3	26	-6%	-7%
Cc1sc2nc(CSc3nc4ccccc4s3)[nH]c(=O)c2c1C	i	.	-0.6%	.	46%	18%	-0.6	51	6%	9%
C=CCn1c(=N)n(CC(=O)c2ccc(Br)cc2)c2ccccc21	.	3%	-0.2%	-9%	12%	7%	1.8	68	22%	2%
COc1ccc(-c2nn3c(-c4ccccc4)nnc3s2)cc1OC	i	3%	-0.2%	-9%	-13%	4%	10	89	-1%	-3%
Cc1onc(-c2ccccc2)c1CNS(=O)(=O)c1ccccc1[N+](=O)[O-]	i	6%	-0.2%	-4%	-15%	12%	1.7	50	2%	15%

Limited to GPR35 arrestin U2OS and NS5 inhibitors, for 2 of the compounds above:
compound | GPR35 arrestin U2OS | NS5 inhibitors
COc1ccc(C(CNC(=O)c2ccco2)N2CCCCC2)cc1 (stereo unspecified) | -5% | .
OCc1cn(-c2ccccc2)nc1-c1ccc(-c2nn(-c3ccccc3)cc2CO)cc1 | 21% | .

Additional compounds:
SMILES	Yfh1-off respiration	Rac1 GTP hydrolysis	GPR55 activation	NS5 inhibitors	AID2073	SV40 large T antigen	NTR1 ag	NTR1 ag cell count 20 µM	GPR55 LPI antagonism	GPR35 arrestin U2OS
CCCCn1c(=O)[nH]c(=O)c2c1nc(-c1ccc(OC)c(Br)c1)n2CC(C)C	.	9%	-0.2%	-7%	5%	3%	13	62	29%	0%
O=C(NCc1ccccc1)c1ccc2c(=O)n(CC3CCCO3)c(=S)[nH]c2c1 (stereo unspecified)	i	7%	0.2%	1%	-45%	-1%	-1.7	77	4%	0%
CC1(C)CC(=O)C2=C(C1)N(CC1CCCO1)C(=O)NC2(C(F)(F)F)C(F)(F)F (stereo unspecified)	i	3%	0.1%	-1%	6%	22%	1.0	57	0%	-6%
CCCCCCc1cc2cc(C(=O)NC)c(=N)oc2cc1O	i	5%	-0.1%	?	10%	7%	6.9	84	-4%	-15%
O=C(Nc1cccc(NC(=O)c2cccnc2)c1)c1ccccc1	.	6%	-0.1%	-1%	7%	10%	-1.8	71	10%	-23%
COc1ccccc1C1N(c2ccc(F)cc2)C(=O)C2CCCN21 (stereo unspecified)	i	11%	-0.1%	-1%	-1%	2%	2.2	87	-1%	-4%
CCC(C)NCCOc1ccccc1C (stereo unspecified)	i	23%	-0.1%	-8%	-6%	10%	-1.9	56	-2%	-21%
Cc1cccc(NC(=S)NC2CC3CCC(C2)N3Cc2ccco2)c1 (stereo unspecified)	i	-2%	-0.1%	-4%	-2%	2%	-0.3	43	0%	-2%
COc1ccc(C(=O)N2CCC(N3CCN(c4ccccc4)CC3)CC2)cc1OC	i	3%	-0.2%	11%	2%	0%	-1.1	86	19%	-4%
C/C(=C\C(=O)c1ccc(Br)cc1)N1CCCCC1	i	1%	-0.1%	0%	-4%	10%	-0.1	39	0%	5%
Cc1ccc([N+](=O)[O-])cc1NC(=O)Nc1onc(C)c1C	i	8%	0.6%	-3%	6%	3%	0.2	79	9%	11%
CCc1cccc(C)c1NC(=O)Nc1ccc2c(c1)OCO2	i	6%	0.3%	0%	-3%	6%	2.8	69	12%	0%
CCn1c(SCc2nc3sc(C(=O)O)c(C)c3c(=O)[nH]2)nc2ccccc21	.	20%	0.0%	6%	26%	18%	2.0	40	14%	-8%
CC1CC(C)CN(C(=O)COC(=O)c2cc3ccccc3cc2O)C1 (stereo unspecified)	i	16%	-0.2%	-5%	6%	-12%	1.7	34	-15%	1%
O=C(NNC(=O)c1csc(N2CCOCC2)n1)c1cccnc1	.	-5%	.	-4%	.	14%	2.9	59	.	.
CCOC(=O)C1C(=O)CC(=O)CC1CC(C)SCC (stereo unspecified)	i	7%	-0.2%	-1%	1%	1%	1.9	103	2%	6%
CCS(=O)(=O)NCc1ccc2c(c1)cc(C)n2C	i	3%	-0.3%	3%	14%	6%	3.6	72	11%	-3%
COc1cc([N+](=O)[O-])cc2sc(NC(=O)C(C)(C)C)nc12	i	0%	0.3%	-6%	-4%	2%	0.7	42	-6%	-7%
O=C(Nc1ccc2c(c1)OCO2)C1CCCCC1	.	6%	0.0%	-9%	3%	3%	-0.4	71	1%	-9%
O=C(Cn1c(=O)oc2ccccc21)Nc1ccc(F)cc1	.	17%	-0.2%	3%	2%	-5%	0.9	66	4%	-4%
COc1ccccc1N1CCN(C(=O)c2coc(=O)c(Br)c2)CC1	i	13%	1.3%	-1%	10%	11%	-1.5	56	-1%	2%
O=C(c1ccc(Oc2ccc(C(F)(F)F)cc2[N+](=O)[O-])cc1)N1CCOCC1	i	-1%	-0.1%	2%	7%	2%	-0.7	56	7%	-12%
O=C(Nc1ccc(N2CCN(Cc3ccccc3)CC2)cc1)c1ccco1	.	14%	-0.1%	-6%	8%	12%	1.0	64	24%	8%
O=C(c1ccco1)N1CCN(C(=O)C2CC(c3ccccc3F)=NO2)CC1 (stereo unspecified)	.	6%	-0.1%	-4%	3%	14%	-0.4	61	7%	-13%
Cc1cc([N+](=O)[O-])cc([N+](=O)[O-])c1NCC(C)C	i	.	0.2%	.	-13%	3%	2.1	36	7%	-8%
O=S1(=O)C=C(Sc2nc3cc(Cl)ccc3o2)c2ccccc21	i	8%	0.2%	6%	-66%	23%	5.1	79	6%	23%
COc1ccc(NC(=O)C2CCC(C)(C(=O)O)C2(C)C)cc1 (stereo unspecified)	i	2%	-0.2%	-4%	-6%	6%	1.7	49	11%	0%
CCOc1cc(C2NC(=O)NC(C)=C2C(=O)OCC2CCCCC2)ccc1O (stereo unspecified)	.	-7%	-0.1%	.	-4%	9%	2.1	65	-7%	-10%
O=C(CCS(=O)(=O)c1cccs1)Nc1ccc(C(=O)NCc2ccccc2)cc1	i	0%	0.6%	-6%	-2%	0%	-1.7	61	-3%	-1%
CC1(c2nnc(-c3ccc(Cl)cc3)o2)CC(c2ccc([N+](=O)[O-])cc2)=NO1 (stereo unspecified)	i	6%	-0.1%	3%	-4%	4%	-0.8	84	10%	16%
Cc1cccc(NC(=O)C2CCCN(c3nc(C)cc(C)n3)C2)c1 (stereo unspecified)	i	8%	-0.3%	-6%	0%	8%	0.1	83	2%	9%
Cc1nn(CCCC(=O)Nc2cccnc2Cl)c(C)c1[N+](=O)[O-]	i	7%	0.2%	2%	-2%	10%	-0.8	58	2%	0%
CC(=O)c1cc(C#N)c(N(C)Cc2ccccc2)nc1C	i	6%	-0.3%	-8%	0%	6%	1.7	27	15%	-5%
CC(=O)c1sc(C(C)(C)C)cc1NC(=O)CCC(=O)O	i	8%	0.3%	9%	28%	9%	-1.0	37	-2%	-1%

Screens deposited in PubChem by several laboratories.
